High-throughput results (PubChem)
Runt-CBFb FRET = inhibitors of human RUNX1 Runt domain binding to CBFb. inhibition, % at 20 µM. Cerulean-Runt/Venus-CBFb FRET ratio 530/480, 1 h. 220,000 tested, 0.46% active;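 active = inhibition over about 50% at 20 µM in the single-dose screen, limit read from the data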;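 also: 0% = DMSO wells and 100% = excess unlabeled CBFb competitor control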
Target sequence (Q01196 whole entry, looked up, the tested form may be a part): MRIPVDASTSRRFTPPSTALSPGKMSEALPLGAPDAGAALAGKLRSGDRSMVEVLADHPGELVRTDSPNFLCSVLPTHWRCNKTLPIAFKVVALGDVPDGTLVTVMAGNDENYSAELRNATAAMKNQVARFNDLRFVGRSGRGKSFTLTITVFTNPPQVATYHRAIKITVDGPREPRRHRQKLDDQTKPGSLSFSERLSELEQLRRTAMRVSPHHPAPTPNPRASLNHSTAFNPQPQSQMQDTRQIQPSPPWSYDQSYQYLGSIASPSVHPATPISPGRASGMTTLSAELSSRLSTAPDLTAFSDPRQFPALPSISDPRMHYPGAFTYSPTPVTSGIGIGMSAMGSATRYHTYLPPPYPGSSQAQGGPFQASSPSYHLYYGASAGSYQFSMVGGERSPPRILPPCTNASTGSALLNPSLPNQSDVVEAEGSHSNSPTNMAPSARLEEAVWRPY
Target sequence (Q13951 whole entry, looked up, the tested form may be a part): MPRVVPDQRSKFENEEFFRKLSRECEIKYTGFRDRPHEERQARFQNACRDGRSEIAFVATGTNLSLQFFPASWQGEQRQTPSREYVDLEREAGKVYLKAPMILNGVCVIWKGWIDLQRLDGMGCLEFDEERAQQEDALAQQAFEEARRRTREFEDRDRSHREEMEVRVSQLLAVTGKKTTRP
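Assay system: Cerulean-tagged RUNX1 Runt domain (FRET donor) fusion protein / Amount: 100 nM each of Venus-CBFb and Cerulean-Runt domain / Medium: Tris buffer pH 7.5 with salts and BSA / Also added: Venus-CBFb 100 nM / Schedule: 1 h complex formation plus 1 h compound treatment, room temperature / Signal: FRET fluorescence / Read-out: loss of energy transfer signal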
RBBP9 inhibitor = human RBBP9 hydrolase inhibition | recombinant RBBP9, FP-Rh probe fluorescence polarization | inhibition, % at 7.94 µM | 220,000 tested, 0.2% active | AID 1515;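 active = inhibition above the campaign mean of all tested compounds plus 3 SD, cut at about 14% in these data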;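 also: plate controls were DMSO wells with RBBP9 for no effect and wells lacking RBBP9 protein for full effect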
Target sequence (O75884 whole entry, looked up): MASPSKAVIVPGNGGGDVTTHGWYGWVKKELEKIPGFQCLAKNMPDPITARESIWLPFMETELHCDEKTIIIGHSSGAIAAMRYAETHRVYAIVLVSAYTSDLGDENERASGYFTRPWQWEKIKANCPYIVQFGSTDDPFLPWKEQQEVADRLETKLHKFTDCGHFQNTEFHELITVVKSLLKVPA
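System: RBBP9 protein / Buffer or medium: Tris/NaCl buffer pH 8.0 with 0.1% Pluronic / Probe or stimulus: Serine-hydrolase probe FP-Rh, 375 nM pre-mixing / Dosing: 7.94 µM single dose, 0.794% DMSO / Times: enzyme-compound preincubation 30 min, then probe labeling 45 min, 25 °C / Technique: fluorescence polarization (mP), excitation 525 nm, emission 598 nm / Replication: singlicate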
PERK inh = human PERK inhibition, primary cell-based screen; inhibition, % at 5.6 µM; CHO PERK-DD fusion, SEAP luminescence translation reporter; 220,000 tested, 0.17% active;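 active = inhibition above the mean inhibition of all tested compounds plus 3 SD, set separately per screening campaign, cut at about 2.9% in these data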;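 also: PERK kinase domain activated by AP20187 dimerizer at 100 nM; 0% = DMSO with dimerizer and 100% = rapamycin at 8.4 µM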
L929 necroptosis = blocks zVAD induced death of L929 cells; L929 zVAD necroptosis rescue, ATP luminescence, 24 h; with zVAD 60 µM; 220,000 tested, 0.38% active; viability rescue, % at 10 µM;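 active = activation, scaled between plate controls, above about 75%, limit read from the data; inactive = activation under that limit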;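 also: 0% = zVAD with DMSO and 100% = DMSO alone without zVAD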
TNF necrop inh = TNF-alpha cell death inhibition in Jurkat FADD-/- cells; Jurkat FADD-/- TNF necroptosis rescue, ATP luminescence, 24 h; 0 = TNF only, 100 = no-TNF cells; activation (protection from cell death), % at 10 µM; AID 463075; 220,000 tested, 0.068% active;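 active = activation, meaning protection from cell death, of at least 50% relative to plate controls; inactive = activation below 50%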;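 also: necroptosis triggered by 40 ng/mL TNF-alpha added together with compound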
Runt-SMMHC FRET = Runt domain-CBFb-SMMHC interaction inhibition. Q01196+Q13951. Cerulean-Runt/Venus-CBFb-SMMHC FRET ratio 530/480, 1 h. inhibition, % at 20 µM. 220,000 tested, 0.74% active;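 active = mean inhibition across duplicate retests at 20 µM reaching about 50%, limit read from the data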;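 also: 0% = DMSO wells and 100% = wells with excess untagged CBFb-SMMHC; inhibitors lower the FRET ratio by blocking Runt binding to CBFb-SMMHC; some results filed as inactive read as strong as hits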
EP2 mod = modulators of human EP2 prostaglandin E2 receptor; P43116; EP2-expressing cells, cAMP HTRF FRET, PGE2 co-stimulation; induction, % at 25 µM; 260,000 tested, 0.83% active; AID 940;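 active = compounds whose cAMP rise, as percent of the full-agonist control response, exceeds 60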;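 also: rat C6 glioma line stably carrying human EP2 under a CMV promoter; the protocol text gives 20 µM as final concentration; 100% = response of wells given 1 µM PGE2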
PGE2 EP2 inh = blocks the human prostaglandin E2 receptor EP2. inhibition, % at 25 µM. P43116. C6 glioma cells expressing human EP2, cAMP TR-FRET; cells stimulated with saturating PGE2. 260,000 tested, 0.52% active. AID 1422;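 active = percent inhibition above 40 after rounding to a whole number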;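 also: rat C6 glioma host cells with rolipram phosphodiesterase inhibitor present; the protocol text gives 20 µM as final concentration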
Hck Nef HTS = blocks Nef-activated human Hck kinase; Recombinant Hck-YEEI plus Nef, Z-Lyte FRET kinase assay; AID 463187; 220,000 tested, 0.68% active; inhibition, % at 20 µM;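 active = Hck-Nef kinase inhibition above about 50%, limit read from the data; inactive = inhibition below that limit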;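 also: 0% = DMSO with Hck plus Nef and 100% = Hck alone without Nef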
Starred values were filed as active, the others as inactive; · = no result given; & = joins results of further samples.

SMILES	Runt-CBFb FRET	RBBP9 inhibitor	PERK inh	L929 necroptosis	TNF necrop inh	Runt-SMMHC FRET	EP2 mod	PGE2 EP2 inh	Hck Nef HTS
Brc1ccc(-c2noc(CCc3ccccc3)n2)cc1	·	-2	-0.5	0.0	0.1	·	·	3	-5
O=S(=O)(c1cnc(Cl)c(Cl)c1)N1CCc2ccccc21	-1	-8	-0.3	-0.2	-5.9	0	-19	8	-6
CC(C)c1ccc(/C=C/C(=O)CCC(=O)O)cc1	1	-1	1.2	-0.5	0.1	-2	19	2	24
CCOC(=O)C1CCCN(Cc2cc(Br)ccc2OC)C1 (stereo not drawn)	1	-2	-0.9	1.5	2.0	2	39	4	-1
CCCCC(CC)CNC(=O)CN(C)S(=O)(=O)c1cccc2nsnc12 (stereo not drawn)	9	-4	-0.5	0.5	0.6	-11	21	3	2
Cc1cc(C)c(NC(=O)CSc2nc3[nH]ncc3c(=O)[nH]2)c(C)c1	-1	-6	1.5	0.8	1.2	2	24	10	-1
CC(=O)c1ccc(N2CCN(C(=O)c3cc(-c4ccc5c(c4)OCO5)nc4ccccc34)CC2)cc1	0	-12	-1.3	0.5	-5.1	-7	10	14	1
O=C(Nc1nnc(Cc2ccc([N+](=O)[O-])cc2)s1)c1ccc2c(c1)OCO2	-1	6	1.6	1.1	1.9	2	-2	2	46
COc1ccc2cc(C3NC(=O)c4ccccc4N3)c(Cl)nc2c1 (stereo not drawn)	0	-6	-0.1	0.5	1.8	-1	-30	13	16
COc1cc(C2OCC3C(c4ccc(OC5OC(CO)C(O)C(O)C5O)c(OC)c4)OCC23)ccc1O (stereo not drawn)	10	2	0.5	0.2	0.5	0	19	20	-20
CCC1(C)Cc2c(C#N)c(N)n(N)c(=S)c2CO1 (stereo not drawn)	16	-3	0.1	1.1	-3.4	2	3	14	5
Cc1ccc(S(=O)(=O)c2ccc(Cl)cc2)cc1S(=O)(=O)N(C)CC(=O)O	-2	-6	0.4	-0.7	0.7	1	35	5	0
CCOc1cc2[nH]c(=O)n(CCc3ccc(OC)c(OC)c3)c(=O)c2cc1OCC	-5	-5	-0.3	0.0	-5.0	-4	-11	10	2
Cc1cccc(NC(=O)c2ccco2)c1C(=O)O	-1	-5	0.5	0.2	1.2	1	13	19	-1
CC1(C)Cc2c(sc(NC(=O)COc3ccccc3)c2C#N)C(C)(C)N1	17	-2	0.2	52	3.2	16	-51	12	23
COc1ccc(CCNC(=O)CCCCn2c(=O)[nH]c3ccccc3c2=O)cc1OC	2	2	-0.3	1.8	0.7	0	8	12	1
Cc1cc(C)cc(Oc2nn[nH]n2)c1	-2	1	0.4	0.5	-1.5	-1	8	6	-1
CCN1CCN(C(c2cc(OC)ccc2OC)c2nnnn2Cc2ccccc2)CC1 (stereo not drawn)	0	4	0.0	-0.4	-2.8	1	-8&-22	9&7	1
Cn1c(=O)[nH]c(=O)c2c1nc(N1CCCCCC1)n2CCSc1nc2ccccc2o1	0	-3	0.8	0.9	-2.2	1	17	9	16
Fc1ccc(NC(=S)N2CCCc3ccccc32)cc1	18	2	1.6	0.4	-2.4	0	6	15	0
CC(=O)N(C)N1c2ccccc2CCc2ccccc21	·	-5	-0.2	-0.8	-1.1	0	28	13	13
Cc1ccc(C(=O)N/C(=C\c2ccc(-c3ccc(Br)cc3)o2)C(=O)NC2CCS(=O)(=O)C2)cc1 (stereo not drawn)	-5	-10	0.5	1.0	2.1	-2	11	2	3
O=C(Cc1c(O)c2ccccc2[nH]c1=O)NCc1ccc(F)cc1	0	-5	-0.1	0.5	-0.9	2	40	10	0
COc1ccc(NC(C)c2ccccc2)cc1 (stereo not drawn)	·	0	1.0	39	52*	3	9	1	31
COc1ccc(CN2CCC(CO)(CCOc3ccccc3)CC2)cc1C	2	0	0.3	0.6	3.8	-1	11	2	-4
CC(C)(C)n1nnnc1C(c1ccncc1)N1CCN(C2CCCCC2)CC1 (stereo not drawn)	-1	0	1.0	0.2	0.8	0	4	2	2
Cc1onc(-c2ccccc2Cl)c1C(=O)NCCN1CCOCC1	0	5	1.2	-0.6	0.7	0	31	10	-2
COCC(C)n1c(C)cc(C(=O)COC(=O)c2c(C)nn(-c3ccccc3)c2C)c1C (stereo not drawn)	-1	-6	-0.1	-0.2	-4.4	0	7	12	0
CCc1nc2cc(CC(=O)O)ccc2o1	3	-5	0.8	-0.3	-3.8	0	23	10	-1
Cc1ccc(NC(=O)c2cc(N3C(=O)C4CC=CCC4C3=O)ccc2N2CCOCC2)cc1Cl (stereo not drawn)	-12	-5	-0.5	0.3	1.7	-5	-3	15	0

12 structures already listed, sorted by molecular weight, smallest number first:
SMILES	Runt-CBFb FRET	RBBP9 inhibitor	PERK inh	L929 necroptosis	TNF necrop inh	Runt-SMMHC FRET	EP2 mod	PGE2 EP2 inh	Hck Nef HTS
Cc1cc(C)cc(Oc2nn[nH]n2)c1	-2	1	0.4	0.5	-1.5	-1	8	6	-1
CCc1nc2cc(CC(=O)O)ccc2o1	3	-5	0.8	-0.3	-3.8	0	23	10	-1
Fc1ccc(NC(=S)N2CCCc3ccccc32)cc1	18	2	1.6	0.4	-2.4	0	6	15	0
O=C(Cc1c(O)c2ccccc2[nH]c1=O)NCc1ccc(F)cc1	0	-5	-0.1	0.5	-0.9	2	40	10	0
Cc1onc(-c2ccccc2Cl)c1C(=O)NCCN1CCOCC1	0	5	1.2	-0.6	0.7	0	31	10	-2
COc1ccc(CN2CCC(CO)(CCOc3ccccc3)CC2)cc1C	2	0	0.3	0.6	3.8	-1	11	2	-4
CC(C)(C)n1nnnc1C(c1ccncc1)N1CCN(C2CCCCC2)CC1 (stereo not drawn)	-1	0	1.0	0.2	0.8	0	4	2	2
CCN1CCN(C(c2cc(OC)ccc2OC)c2nnnn2Cc2ccccc2)CC1 (stereo not drawn)	0	4	0.0	-0.4	-2.8	1	-8&-22	9&7	1
COCC(C)n1c(C)cc(C(=O)COC(=O)c2c(C)nn(-c3ccccc3)c2C)c1C (stereo not drawn)	-1	-6	-0.1	-0.2	-4.4	0	7	12	0
Cn1c(=O)[nH]c(=O)c2c1nc(N1CCCCCC1)n2CCSc1nc2ccccc2o1	0	-3	0.8	0.9	-2.2	1	17	9	16
Cc1ccc(NC(=O)c2cc(N3C(=O)C4CC=CCC4C3=O)ccc2N2CCOCC2)cc1Cl (stereo not drawn)	-12	-5	-0.5	0.3	1.7	-5	-3	15	0
Cc1ccc(C(=O)N/C(=C\c2ccc(-c3ccc(Br)cc3)o2)C(=O)NC2CCS(=O)(=O)C2)cc1 (stereo not drawn)	-5	-10	0.5	1.0	2.1	-2	11	2	3

Back to the main list, repeating the two entries before the break.
SMILES	Runt-CBFb FRET	RBBP9 inhibitor	PERK inh	L929 necroptosis	TNF necrop inh	Runt-SMMHC FRET	EP2 mod	PGE2 EP2 inh	Hck Nef HTS
CCc1nc2cc(CC(=O)O)ccc2o1	3	-5	0.8	-0.3	-3.8	0	23	10	-1
Cc1ccc(NC(=O)c2cc(N3C(=O)C4CC=CCC4C3=O)ccc2N2CCOCC2)cc1Cl (stereo not drawn)	-12	-5	-0.5	0.3	1.7	-5	-3	15	0
Cc1ccc(OCc2ccc(C(=O)NN)o2)c([N+](=O)[O-])c1	-2	3	0.9	0.9	-0.4	0	-25	5	9
O=C(N/N=C/c1ccccc1OCc1ccccc1)c1cccnc1	-3	-13	-0.6	1.2	-2.2	-44	9	6	0
O=C(Nc1ccc(N2CCOCC2)cc1)C1CC(=O)N(c2ccc(Cl)cc2)C1 (stereo not drawn)	1	0	1.1	2.1	-0.4	-3	2	5	-8
CN(C)S(=O)(=O)c1cccc(NC(=O)CNCc2ccccn2)c1	4	-10	0.7	1.1	2.2	-7	3	13	6
CN(CCCNC(=O)c1cn(C)c2ccc(S(=O)(=O)N(C)C)cc2c1=O)c1ccccc1	-1	-1	0.0	0.0	-5.7	0	3	5	22
O=C(/C(=C/O)N=Nc1ccccc1)c1cccs1	-3	-6	0.3	2.8	0.7	-5	81*	4	42
CCOC(=O)c1c(C)[nH]c(C(=O)N/N=C/c2cccc(OC)c2)c1C	-4	-7	-0.1	5.7	-8.0	0	-10	23	0
COc1ccc(OCC2CCCN(Cc3nc(CC4CC4)no3)C2)cc1 (stereo not drawn)	-2	-11	0.7	1.7	0.4	-4	-2	9	18
Cc1cc(C)n2nc(C(=O)Nc3ccc(N4CCOCC4)cc3)nc2n1	0	-4	-0.5	0.9	0.5	-2	0	8	0
O=C(Nc1cccc(Cl)c1N1CCOCC1)c1ccc2c(c1)OCCO2	-1	-2	0.6	-0.2	0.6	-2	23	5	-24
O=C(Nc1ccc(F)c([N+](=O)[O-])c1)C1CC(=O)N(Cc2ccccc2)C1 (stereo not drawn)	-3	-4	0.4	-0.9	-1.8	1	-22	6	20
Oc1nc(Nc2ccccc2)sc1/C=C1\C=Nc2ccccc21	-8	3	-0.7	45	-2.8	-3	-64	72*	17
CCOC(=O)N1CCC(N2C(=O)c3ccccc3C2Nc2ccccc2C)CC1 (stereo not drawn)	0	-3	-0.7	-0.4	-0.3	4	15	7	19
CCOCC(=O)Nc1cc(C(=O)Nc2ccc(F)cc2)ccc1Cl	-1	1	0.6	20	0.6	1	-19	6	16
O=C(CCN1CCN(c2ccccc2)CC1)NNC(=S)Nc1ccccc1Cl	2	-4	1.3	1.4	0.2	-1	11	13	16
COc1ccccc1NS(=O)(=O)c1cc(NC(=O)C(C)C)ccc1N1CCCCC1	32	1	1.1	1.5	3.6	12	20	3	23
Cc1cc2nc(CCN(C(=S)NCC(C)C)C3CCCC3)[nH]c2cc1C	0	-2	-1.1	0.2	1.4	0	-29	17	-1
COc1ccc(N(C)C(=S)Nc2ccc3nc(C)c(C)nc3c2)cc1	6	-12	-0.3	1.0	4.5	-139	1	7	3
Cc1ccc(C(=O)Oc2oc(-c3ccco3)nc2C=Nc2ccc(Cl)cc2)cc1	0	-5	0.4	0.0	-0.8	-3	-27	15	1
O=C(CSc1nc(C2CC2)nc2sc3c(c12)CCCC3)NCc1ccco1	-2	4	0.4	1.5	0.9	-2	1	13	-12

An excerpt; count on the stated rates, not on these rows.
